# High-throughput results from PubChem.
# ERG Ets-DNA blk: blocks human ERG Ets domain binding to DNA; P11308; 370,000 tested, 0.028% active; AID 624246; Potency, µM (highest dose often 76.9 µM), without a hit: at the highest dose FP activity, negative = inhibition, actives largely listed as inhibitors; fluorescence polarization, His-ERG Ets domain / labelled DNA; active means well fitted inhibition curve with a large enough effect in the polarisation, with a control signal flat; inconclusive means small, poorly fitted or top-dose-only effect, or effect the other way, or a change in a side signal; inactive means no such curve, though single readings can be large or run the other way; the % refers to the polarisation;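 further: polarization taken with two DNA probes labelled with fluorescein and Texas red; potency means the concentration at half of the fitted maximal effect; % of control where 0% means no effect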
# Target sequence (P11308 whole entry, looked up, the tested form may be a part): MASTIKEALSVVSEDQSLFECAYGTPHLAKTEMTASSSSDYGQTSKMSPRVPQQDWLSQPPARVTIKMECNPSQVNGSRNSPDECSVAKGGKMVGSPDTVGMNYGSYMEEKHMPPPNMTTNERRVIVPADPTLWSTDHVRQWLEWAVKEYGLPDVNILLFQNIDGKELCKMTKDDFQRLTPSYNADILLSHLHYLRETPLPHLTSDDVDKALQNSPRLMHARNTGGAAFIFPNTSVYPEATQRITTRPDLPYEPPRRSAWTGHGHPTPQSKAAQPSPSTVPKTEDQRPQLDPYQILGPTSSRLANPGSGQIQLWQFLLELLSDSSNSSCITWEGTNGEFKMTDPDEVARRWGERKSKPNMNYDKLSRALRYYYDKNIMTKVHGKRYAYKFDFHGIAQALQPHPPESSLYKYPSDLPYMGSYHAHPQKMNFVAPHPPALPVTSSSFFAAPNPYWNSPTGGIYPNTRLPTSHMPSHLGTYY
#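 His-tagged ERG Ets domain (1 uM in the protein solution; 300mM KCl, 50mM Tris-HCl, 1mM EDTA, 1mM DTT, pH 7.5) received compound, then a probe mix of 5 nM fluorescein-DNA and 100nM Texas-615-DNA. Fluorescence polarization was read for both dyes.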
# D2 ag: agonists of human D2 dopamine receptor; AID 485358; HEK293 T-REx D2 cells, calcium flux agonist mode; activation, % at 2 µM; 340,000 tested, 0.53% active;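 active means activation over 3 SD above normal in the single-dose calcium agonist read, cut at about 30% in these data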; further: 0% is about no effect
# Target sequence (P14416 whole entry, looked up): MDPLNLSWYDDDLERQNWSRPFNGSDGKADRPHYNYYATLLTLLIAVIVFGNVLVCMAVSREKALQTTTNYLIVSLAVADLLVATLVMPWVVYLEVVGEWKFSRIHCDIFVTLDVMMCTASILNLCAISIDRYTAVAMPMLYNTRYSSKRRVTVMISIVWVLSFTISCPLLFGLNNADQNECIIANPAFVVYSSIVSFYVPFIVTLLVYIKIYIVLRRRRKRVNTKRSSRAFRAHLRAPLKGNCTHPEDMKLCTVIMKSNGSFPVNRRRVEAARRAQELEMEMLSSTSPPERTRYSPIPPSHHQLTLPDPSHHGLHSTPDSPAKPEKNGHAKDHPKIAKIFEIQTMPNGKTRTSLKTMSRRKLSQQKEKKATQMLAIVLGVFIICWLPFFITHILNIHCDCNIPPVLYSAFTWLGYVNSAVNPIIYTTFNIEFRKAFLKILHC
#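 In this primary screen, compounds producing a positive calcium signal within 180 s of addition to tetracycline-induced, force-coupled HEK293 Trex D2 cells are flagged; cells are dye-loaded with a no-wash calcium kit beforehand.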
# GRP78 ERSR act: ER stress response induction in glioma | AID 602332 | 420,000 tested, 0.02% active | U87-MG GRP78 promoter luciferase reporter, 16 h | Potency, µM, for inactives: at the highest dose activation, hits mostly activators; further: potency means the concentration at half of the fitted maximal effect; series mostly up to about 76 µM; % of control where 0% means no effect; nearly all actives have a fitted effect of over 35% in size
#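 ERSR induction read as luciferase luminescence (Bright-Glo, 10 min at room temperature) in stably transfected human U87-MG glioma cells exposed to compounds for 16 h, using GRP78 as sensor.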
# D2 antagonist: D2 dopamine receptor (human) antagonism; P14416; HEK293 TREx D2 cells, calcium flux, dopamine EC80; inhibition, % at 10 µM; 340,000 tested, 2% active; in the data active means inhibition above about 30%; further: 0% is about no effect
#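 Dopamine at EC80 is the agonist stimulus; test compounds precede it by 180 s. Calcium flux read kinetically in a force-coupled, inducible HEK293 T-REx D2 cell line.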
# LDHA block: inhibitors of human lactate dehydrogenase A; AID 1347041; 480,000 tested, 0.15% active; purified LDHA, NADH/diaphorase-resazurin fluorescence; hits give low values; P00338; activity change, % (values are at about 110 or 230 µM); in the data active means activity change below about -30%; inconclusive means mostly about -25% to -30%;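 further: plate controls were DMSO wells for no effect and wells without enzyme for full effect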
#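 Remaining NADH was detected by diaphorase (0.133 mg/mL) converting 37 µM resazurin to fluorescent resorufin, read at 0 and 20 minutes. The preceding 5-minute room-temperature reaction used 2 nM LDHA, 0.2 mM sodium pyruvate and 0.06 mM NADH at pH 7.4.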
# 12-LOX inh: inhibitors of human 12S-lipoxygenase ALOX12 | 580,000 tested, 1.1% active | purified 12hLO, xylenol orange hydroperoxide absorbance | Potency, µM (titrated, usually from 108 µM), for the others: at the highest dose activity change, negative = inhibition, most hits filed as inhibitors | AID 1671190; further: potency means the concentration at half of the fitted maximal effect; on the % scale 0 is the no-effect control and ±100 the full control effect
#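 Purified human 12hLO at 150 nM in 25 mM Hepes, 0.01% Triton X-100, pH 7.0, preincubated 15 min at room temperature with compound. Reaction started with 40 uM arachidonic acid, 30 min at room temperature. Hydroperoxide measured by Fe-xylenol orange, 573/405 nm absorbance ratio.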
# Vif-A3F inh: inhibitors of Vif-A3F interaction. AID 602313. HeLa A3F-eYFP + Vif (tagged APOBEC3F with the HIV-1 protein that degrades it), YFP fluorescence increase. Potency, µM (highest dose often 46.1 µM), for the others: top-dose activity, negative = active. 390,000 tested, 0.2% active; further: potency means the concentration at half of the fitted maximal effect; % of control where 0% means no effect; nearly all actives have a fitted effect of over 65% in size
#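 HeLa cells stably expressing Vif plus C-terminally eYFP-tagged A3F were seeded, incubated overnight at 37 deg C, dosed with compound, incubated overnight again at 37 deg C. Yellow fluorescence (Ex 488/Em 500-530) reported blocked Vif-mediated A3F-eYFP degradation.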
# Vif-A3G inh: blocks the Vif interaction with human APOBEC3G | 410,000 tested, 0.076% active | Potency, µM (top dose mostly 46.1 µM), for inactives: at the top dose activity, negative = active, hits mostly inhibitors | HeLa A3G-eYFP + Vif (tagged APOBEC3G with the HIV-1 protein that degrades it), YFP fluorescence, overnight | AID 602310;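 further: potency means the concentration at half of the fitted maximal effect; on the % scale 0 is the no-effect control and ±100 the full control effect; nearly all actives have a fitted effect of over 60% in size; hits raise eYFP signal because A3G escapes Vif-driven loss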
#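 HeLa cells stably expressing Vif and C-terminally eYFP-tagged A3G, seeded overnight at 37 deg C, then exposed to compound by pintool overnight at 37 deg C. Rise in yellow fluorescence (Ex 488/Em 500-530, Acumen) marks blocked Vif-driven A3G degradation.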
# RGS4 inhibitor: human RGS4 inhibition | Transcreener GDP fluorescence polarization, RGS4-accelerated GTP hydrolysis | Potency, µM (series often up to 114 µM), inactives show at the highest dose activity change, negative = inhibition, actives largely listed as inhibitors | 390,000 tested, 0.039% active; further: potency means the concentration at half of the fitted maximal effect; on the % scale 0 is the no-effect control and ±100 the full control effect; nearly all actives have a fitted effect of over 75% in size; some results filed as inactive show a strong effect at the top dose
#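 MLSMR compounds (23 nl, pin-transferred) preincubated 10 min at room temperature with a 500nM (2x) first reagent, then RGS4 at 900nM (2x) plus Transcreener GDP mix added; fluorescence polarization (620/688 nm) read before and after 90 min at 30 °C.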
# Active calls of the source: *; i = inactive; ? = inconclusive; . = no result given; & = joins results of further samples; [ ] = dose if it differs, or a comment. Unless noted, the call rests on the fitted dose curve; in most records, active means well fitted curve in the direction sought with a large enough effect; inconclusive means small, poorly fitted or top-dose-only effect, or another doubt; inactive means no such curve, though single readings can be large; an effect the other way counts as inactive or inconclusive. This is a subset; the hit share may differ from the screen's.
# Values in the order: ERG Ets-DNA blk | D2 ag | GRP78 ERSR act | D2 antagonist | LDHA block | 12-LOX inh | Vif-A3F inh | Vif-A3G inh | RGS4 inhibitor
- O=C1COc2ccc(C(=O)COC(=O)CNC(=O)c3ccco3)cc2N1
→ -3% | 2.1 | -1% | -5 | 3 | -11% | 6% | 4% | 8%[11.4 µM]
- O=C(Nc1cc(S(=O)(=O)N2CCOCC2)ccc1N1CCOCC1)c1cc(=O)[nH]c2ccccc12
→ -1% | -0.2 | -3% | -11 | -8 | -3% | -12% | -2% | 9%
- CCc1cc2cc(C)ccc2nc1SCC(=O)N1CC(=O)Nc2ccccc21
→ 11% | -2.4 | -8% | 4 | -2 | 0% | -6% | -8% | -20%
- COc1ccc(/C=N/NC(=O)Cn2cc(C(F)(F)F)ccc2=O)cc1
→ 5% | 1.4 | -2% | -17 | -7 | -15% | 2% | -1% | -12%
- O=C(Nc1cccc(-c2cn3cccnc3n2)c1)Nc1ccccc1F
→ 0% | 1.8 | 0% | 8 | -5 | -11% | -4% | -9% | -2%
- O=c1oc2cc(OCCO)ccc2c2c1CCCC2
→ 3% | -0.6 | 2% | -7 | -15 | 22% | 3% | 0% | 3%
- O=C(NCc1nc2ccccc2[nH]1)C1=C[C@H](c2ccc(Br)cc2)C[C@H](OCc2ccc(CO)cc2)O1
→ 11% | -0.2 | -2% | 2 | -6 | -7% | -2% | -5% | 8%
- O=C(NCCc1ccc2c(c1)OCO2)C1CCN(S(=O)(=O)c2ccc(Cl)cc2)CC1
→ . | -0.5 | -4% | -14 | -6 | 7%[57.4 µM] | -2% | -1% | 16%
- COc1ccc(S(=O)(=O)N2CCC(N3CCN(c4ccccc4OC)CC3)CC2)cc1
→ 1% | 37* | -2% | -15 | -32* | ? | 4% | -1% | -4%
- CC(C)c1ccc(C(=O)NCCCN2CCOCC2)cc1
→ 14% | 1.4 | 3% | -2 | -3 | 11% | -9% | 1% | 26%
- O=C(c1ccc(Cl)cc1Cl)N1CCN(c2ccc(N3CCOCC3)nn2)CC1
→ 26% | -0.2 | -4% | -2 | -2 | ? | -8% | -2% | 5%
- COc1cc2c(C(F)(F)F)c(-c3ccc(C#N)cc3)oc(=O)c2cc1OC
→ 7% | . | -2% | . | -1 | ? | 2% | 2% | 26%
- O=C(CN1CCOCC1)n1c2ccccc2c2ccccc21
→ -5% | -0.5 | -3% | -6 | -9 | -18% | 3% | 2% | 27%
- COc1cccc(NS(=O)(=O)c2ccc3[nH]cc(C(=O)NC4CC4)c(=O)c3c2)c1
→ 10% | 2.4 | -3% | -8 | -3 | -22% | 4% | 0% | -26%
- Cc1nc(-c2ccccc2)cs1
→ 4% | -0.1 | -4% | -12 | -8 | 0% | -13% | 1% | 27%
- Cn1c(=O)c2c(nc(NCCNC(=O)c3ccco3)n2Cc2ccccc2F)n(C)c1=O
→ -3% | -0.7 | -6% | -12 | -6 | -15% | 1% | 2% | -10%
- CCOc1ccc(-c2cn3c(n2)sc2cc(C(=O)NCCCN4CCCCCC4)ccc23)cc1
→ -2% | -0.2 | -5% | . | -3 | ? | -4% | -26% | 5%
- COCCCNC(=O)C1CC(=O)N(C2CCCC2)C1 (stereo not drawn)
→ . | -0.8 | -3% | -9 | -1 | -1% | 0% | 0% | 8%
- CCOC(=O)C1=CN2CCC[C@H]2CC1=O
→ -2% | . | -1% | . | -15 | ? | 2% | -2% | -1%
- CC[C@H]1OC(=O)[C@H](C)[C@@H](O[C@H]2C[C@@](C)(OC)[C@@H](O)[C@H](C)O2)[C@H](C)[C@@H](O[C@@H]2O[C@H](C)C[C@H](N(C)C)[C@H]2O)[C@](C)(O)C[C@@H](C)[C@@H]2N[C@@H](COCCOC)O[C@H]([C@H]2C)[C@]1(C)O
→ -6% | 2.0 | -3%&-2% | -24 | -4 | 5% | 1% | -1% | 5%

# Quoted from the entries so far for reference:
# Values in the order: ERG Ets-DNA blk | D2 ag | GRP78 ERSR act | D2 antagonist | LDHA block | 12-LOX inh | Vif-A3F inh | Vif-A3G inh | RGS4 inhibitor
- CCOC(=O)C1=CN2CCC[C@H]2CC1=O
→ -2% | . | -1% | . | -15 | ? | 2% | -2% | -1%
- CC[C@H]1OC(=O)[C@H](C)[C@@H](O[C@H]2C[C@@](C)(OC)[C@@H](O)[C@H](C)O2)[C@H](C)[C@@H](O[C@@H]2O[C@H](C)C[C@H](N(C)C)[C@H]2O)[C@](C)(O)C[C@@H](C)[C@@H]2N[C@@H](COCCOC)O[C@H]([C@H]2C)[C@]1(C)O
→ -6% | 2.0 | -3%&-2% | -24 | -4 | 5% | 1% | -1% | 5%

# The list continues.
# Values in the order: ERG Ets-DNA blk | D2 ag | GRP78 ERSR act | D2 antagonist | LDHA block | 12-LOX inh | Vif-A3F inh | Vif-A3G inh | RGS4 inhibitor
- CCOC(=O)C1CCN(CC(C)(C)NS(=O)(=O)c2ccc(Cl)cc2)CC1
→ 8% | . | -7% | . | -4 | ? | 0% | -6% | -2%
- COc1cc(C(=O)OCC(=O)Nc2ccc(F)cc2F)cc(OC)c1OC
→ 7% | . | -4% | . | 0 | 0% | -11% | -1% | -20%
- CCC(=O)Nc1cccc(-c2cn3c(C)csc3n2)c1
→ -11% | 0.1 | -1% | . | -1 | -16% | -1% | 0% | -2%
- O=C(CNCCO)NC12CC3CC(CC(C3)C1)C2
→ 3% | -0.6 | -2% | 5 | -1 | ? | . | -3% | 9%
- COc1ccc(S(=O)(=O)NCc2ccccn2)cc1OC
→ 1% | -0.1 | -4% | 10 | -6 | ? | 14% | 2% | 5%
- O=C(Nc1ncc2c(n1)CC(c1ccco1)CC2=O)c1ccco1 (stereo not drawn)
→ 8% | 2.8 | 1% | 29 | 1 | -34% | 13% | -1% | -7%
- COc1ccc(CCNC(=O)C/C(C)=N/NC(=O)c2cnccn2)cc1
→ -3% | 0.3 | 4% | -10 | -5 | 12% | -10% | 1% | 13%[56.9 µM]
- O=C(O)CNC(=O)c1ccc(NC(=O)/C(=C/c2ccccc2)NC(=O)c2ccccc2Br)cc1
→ 5% | -0.5 | -3% | 3 | -11 | 1% | -6% | 1% | 21%
- CCCNC(=O)c1c(N)n(-c2cc(OC)cc(OC)c2)c2nc3ccccc3nc12
→ 11% | 0.0 | -3% | 7 | -2 | 0% | -9% | 1% | -7%
- c1ccc(-c2nnc(CSc3nc4ccccc4[nH]3)o2)cc1
→ -1% | . | -2% | . | -8 | 0% | -6% | -6% | -16%
- CCC(=O)N1CCc2cc(S(=O)(=O)NCCC(=O)Nc3ccc(CC)cc3)ccc21
→ -3% | -1.0 | -5% | . | -4 | -2% | -8% | 1% | -2%
- CCc1ccccc1NC(=O)CN1C(=O)CCc2cc(S(=O)(=O)N3CCCCC3)ccc21
→ 1% | 0.7 | -1% | . | -1 | -10% | -1% | 3% | 10%
- CCc1ccc(CN2C(=O)CCC2(C)C(=O)NC2CCCC2)cc1 (stereo not drawn)
→ 3% | 0.6 | -6% | -23 | -4 | -20% | 1% | -13% | -9%
- CC(=O)N1CCOc2ccc(S(=O)(=O)N3CCC(C(=O)Nc4ccc(C)c(C)c4)CC3)cc21
→ 10% | 0.1 | -3% | 16 | -2 | -2% | 2% | 2% | -6%[11.4 µM]
- Cc1ccc2ccccc2c1C(O)c1ncc(-c2ccccc2)[nH]1 (stereo not drawn)
→ . | . | -4% | . | -4 | ? | . | -5% | .
- Cc1nc(-c2ccccc2)sc1C(=O)CSc1ccc(F)cc1
→ -2% | -1.0 | 1% | 14 | -2 | i | -5% | -8% | 9%
- CCOC(=O)c1[nH]c(C)c(/C(O)=C2\C(=O)C(=O)N(CCN3CCOCC3)C2c2ccco2)c1C (stereo not drawn)
→ -12% | 0.3 | 1% | -9 | 3 | -14% | 11% | -1% | -2%
- Cc1ccc(NC(=O)CN2CCc3ccccc3C2)cc1
→ 2% | -2.6 | 3% | 30 | -2 | 0% | -3% | -1% | -3%
- Cn1ccc2c(N3CCCCC3)cc3c(c21)C1CCC3O1 (stereo not drawn)
→ . | . | -1% | . | 3 | ? | . | -3% | .
- O=C(Nc1ccc(N2CCCCC2)cc1)c1cc([N+](=O)[O-])cc([N+](=O)[O-])c1
→ 18% | -0.1 | 2% | -2 | -4 | 4% | 15% | -2% | 1%
- COC(=O)C1=C(C(=O)OC)[C@@H]2N(C)c3ccc(OC)cc3[C@@]23C[C@@H](C(=O)OC)N(C(=O)C2CCC2)C3=N1
→ -15% | 0.7 | -4% | 15 | 9 | . | 1% | -9% | 2%
- O=Cc1ccc(C(=O)OCC(=O)NC(=O)Nc2ccccc2F)cc1
→ -5% | . | 2% | . | -7 | . | -11% | 4% | -15%
- O=C(NCCCN1CCCC1=O)C(=O)NCC1OCCN1S(=O)(=O)c1ccc(Cl)cc1 (stereo not drawn)
→ 15% | 0.1 | 0% | -5 | -4 | 5% | -1% | 1% | 10%

# An excerpt from above, showing only GRP78 ERSR act:
molecule	GRP78 ERSR act
CCC(=O)Nc1cccc(-c2cn3c(C)csc3n2)c1	-1%
O=C(CNCCO)NC12CC3CC(CC(C3)C1)C2	-2%
COc1ccc(S(=O)(=O)NCc2ccccn2)cc1OC	-4%
O=C(Nc1ncc2c(n1)CC(c1ccco1)CC2=O)c1ccco1 (stereo not drawn)	1%
